Akt phos inh = Akt phosphorylation inhibition | 360,000 tested, 0.32% active | activity change, % for hits at 50 µM | Neuro2A IGF-stimulated pAkt S473 HTRF, 20 min; hits give low values; in the data active = activity change below about -80%; inconclusive = mostly about -51% to -80%; also: % is scaled to controls: 0 for no effect and ±100 for the full control effect
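Neuro2A cells (4,500/well, DMEM with 0.5% FBS) were treated with compound at a single 50 µM final concentration, stimulated with 6 nM IGF for 20 min at 37 °C, and lysed. Phospho-Akt Ser473 was read by HTRF as 665/615 ratio ×10^4.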
FUS suppressor = FUS proteinopathy suppression in yeast; AID 1347120; Potency, µM (series often up to 76.6 µM), for inactives: at the top dose growth rescue (activation), hits mostly activators; 390,000 tested, 0.24% active; S. cerevisiae FUS-expressing, growth rescue, OD600, 24 h;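 also: potency is read from the fitted curve at half-maximal effect; plate controls were DMSO vehicle for no effect and reference control for full effect; nearly all actives have a fitted effect of over 55% in size; some results filed as inactive show a strong effect at the top dose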
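Galactose (2%) drives FUS expression in yeast precultured in raffinose; seeding density OD 0.005. Test compounds incubated 24hr at 30C and 99% humidity before absorbance at 600 nm was measured.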
GLP-1R inv ag = acts as inverse agonist at human GLP-1 receptor; P43220; HEK293 GLP-1R CRE-luciferase, luminescence, 24 h; GLP-1R form is constitutively active; Potency, µM (doses to about 38.3 µM), for the others: at the highest dose activity change, negative = inhibition, most hits filed as inhibitors; 410,000 tested, 1.6% active; also: potency is read from the fitted curve at half-maximal effect; % is scaled to controls: 0 for no effect and ±100 for the full control effect; nearly all actives have a fitted effect of over 55% in size
Target sequence (P43220 whole entry, looked up): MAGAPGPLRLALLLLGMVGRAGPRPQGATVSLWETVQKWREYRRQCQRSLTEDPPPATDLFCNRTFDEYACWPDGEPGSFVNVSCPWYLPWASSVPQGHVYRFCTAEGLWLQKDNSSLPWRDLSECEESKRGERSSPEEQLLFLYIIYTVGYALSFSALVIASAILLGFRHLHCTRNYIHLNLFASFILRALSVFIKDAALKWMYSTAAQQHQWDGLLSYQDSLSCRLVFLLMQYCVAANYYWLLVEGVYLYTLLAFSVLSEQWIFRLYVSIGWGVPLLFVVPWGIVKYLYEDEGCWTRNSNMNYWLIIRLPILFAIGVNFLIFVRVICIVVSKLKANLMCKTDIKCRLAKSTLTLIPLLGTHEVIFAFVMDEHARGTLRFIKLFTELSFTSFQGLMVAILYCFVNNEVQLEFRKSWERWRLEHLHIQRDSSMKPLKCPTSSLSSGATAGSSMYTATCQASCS
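Readout was luciferase luminescence, measured 12 min after detection reagent at room temperature. Beforehand, GLP-1R reporter HEK293 cells had sat 12 h, then received compounds for 24 hr at 37 deg C.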
GLP1R cytotox = cytotoxic in the GLP-1 receptor inverse agonist counter-screen; HEK293 cAMP-luciferase reporter cells, luminescence, 24 h; Potency, µM (top dose mostly 38.3 µM), inactives show top-dose activity change, negative = inhibition, most hits filed as inhibitors; 410,000 tested, 0.13% active;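 also: loss of luciferase light is scored as toxicity; potency is read from the fitted curve at half-maximal effect; % is scaled to controls: 0 for no effect and ±100 for the full control effect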
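Luminescence readout: signal drop marks cytotoxicity. Plated cells grew 12 h at 37 °C, 5% CO2, received 23 nL compound for 24 h, then got luciferase reagent, read after 12 min at RT.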
PTHR1 ag = activates the human parathyroid hormone receptor PTHR1 | 410,000 tested, 0.075% active | Q03431 | Potency, µM (top dose mostly 115 µM), for inactives: top-dose activation, most hits filed as activators | HEK293 GP2 PTHR1 cells, GloSensor cAMP luminescence, 1 h | AID 743266; also: potency is read from the fitted curve at half-maximal effect; nearly all actives have a fitted effect of over 55% in size; some results filed as inactive show a strong effect at the top dose; inactives centre near -15; many of its hits are not listed in these tables
Target sequence (Q03431 whole entry, looked up): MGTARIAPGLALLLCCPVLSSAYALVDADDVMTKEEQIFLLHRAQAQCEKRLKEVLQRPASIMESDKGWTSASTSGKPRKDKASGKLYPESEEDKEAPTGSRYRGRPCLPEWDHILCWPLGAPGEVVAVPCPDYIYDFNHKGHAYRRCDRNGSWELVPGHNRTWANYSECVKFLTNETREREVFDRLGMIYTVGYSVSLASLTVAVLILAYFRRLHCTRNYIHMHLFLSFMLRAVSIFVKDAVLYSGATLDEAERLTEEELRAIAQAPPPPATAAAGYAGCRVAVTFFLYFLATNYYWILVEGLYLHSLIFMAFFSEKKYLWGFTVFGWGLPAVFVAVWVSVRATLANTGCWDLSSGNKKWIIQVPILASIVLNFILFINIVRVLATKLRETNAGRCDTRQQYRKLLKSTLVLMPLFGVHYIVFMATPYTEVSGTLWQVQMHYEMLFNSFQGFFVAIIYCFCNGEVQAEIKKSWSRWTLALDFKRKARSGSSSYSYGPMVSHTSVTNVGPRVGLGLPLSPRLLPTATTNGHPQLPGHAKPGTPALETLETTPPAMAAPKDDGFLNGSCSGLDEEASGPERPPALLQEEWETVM
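HEK-293-derived GP2 cells expressing PTHR1 and a GloSensor cAMP reporter, 3,000/well, plated overnight, given luciferin plus IBMX (each 0.5 mM as added) for 1 h at 37 °C, then compound for 1 h at 37 °C. Luminescence was read after 15 min at room temperature.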
TDP43 rescue = rescues yeast growth from TDP-43 toxicity; Potency, µM (series often up to 46.1 µM), for inactives: at the highest dose growth rescue (activation), usual class: activators; TDP-43 expressing yeast growth rescue, BacTiter-Glo, 24 h; AID 652104; 410,000 tested, 1.8% active; also: potency is read from the fitted curve at half-maximal effect; % of control where 0% means no effect; nearly all actives have a fitted effect of over 50% in size
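Yeast expressing TDP-43 (pregrown in raffinose, seeded at OD600=0.02 in galactose medium) exposed to compounds 24 hr at 30 deg C. Growth read by BacTiter-Glo luminescence; rescue of toxicity appears as increased signal.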
aSyn rescue = inhibitors of alpha-synuclein toxicity in yeast. Yeast expressing alpha-synuclein, growth rescue, BacTiter-Glo, 24 h. Potency, µM (titrated, usually from 46.1 µM), inactives show at the highest dose growth rescue (activation), hits mostly activators. 370,000 tested, 0.14% active; also: potency is read from the fitted curve at half-maximal effect; % of control where 0% means no effect; nearly all actives have a fitted effect of over 65% in size
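Galactose-induced alpha-syn yeast (OD600=0.02, raffinose-pregrown) + pinned cpd, 24 hr, 30 deg C; growth by BacTiter-Glo luminescence. Growth restoration scores as activation.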
MmCpn inh = inhibitors of Methanococcus maripaludis chaperonin (MmCpn). purified Mm-Cpn ATPase, ADP Transcreener TR-FRET. Potency, µM (highest dose often 76.9 µM), for the others: top-dose activity, negative = inhibition, most hits filed as inhibitors. 330,000 tested, 0.031% active. AID 504842; also: potency is read from the fitted curve at half-maximal effect; % is scaled to controls: 0 for no effect and ±100 for the full control effect; nearly all actives have a fitted effect of over 80% in size
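Eu-cryptate anti-ADP/ADP-d2 competition gives a ratio inversely related to ADP. Enzyme at 25 nM was pre-exposed to compound for 10 min, then given 10 uM ATP for 30 min, 37°C throughout.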
Abeta rescue = A-beta toxicity reversal in yeast; yeast expressing A-beta42, growth rescue, OD600, 48 h; response scale: 0% DMSO, 100% iron-clioquinol control; Potency, µM (doses to about 46.1 µM), for inactives: at the top dose growth rescue, most hits filed as activators; 410,000 tested, 0.063% active; also: potency is read from the fitted curve at half-maximal effect; nearly all actives have a fitted effect of over 55% in size
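Yeast A-beta toxicity model in growth medium with pinned compounds, 48 h at 30 C; growth read as absorbance at 600 nm. Normalized to FeCl3/clioquinol equimolar mix (positive) and DMSO (negative).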
* hit, by the source's call; i = inactive; ? = inconclusive; / = not tested or not shown; [ ] = remark or other dose. Unless noted, calls follow the shape of the dose curve; as a rule, active = well fitted curve in the direction sought with a large enough effect; inconclusive = small, poorly fitted or top-dose-only effect, or another doubt; inactive = no such curve, though single readings can be large; an effect the other way counts as inactive or inconclusive. A portion of the library; count on the stated rates, not on these rows.

SMILES | Akt phos inh | FUS suppressor | GLP-1R inv ag | GLP1R cytotox | PTHR1 ag | TDP43 rescue | aSyn rescue | MmCpn inh | Abeta rescue
O=C(Nc1ccccc1)C1=C[C@H](C2CCCCC2)C[C@H](OCCCCO)O1 | i | 26% | ? | 3% | -77%[inhibitor] | ? | 6% | / | 9%
CN(C)c1ccc(CNC(=O)c2ccc(CNc3c(N4CCCCC4)c(=O)c3=O)cc2)cc1 | i | -7% | -3% | 12% | i | 14% | 0% | 1% | 3%
CCOC(=O)C1=C(C)NC(C)=C(C(=O)OCC)C1c1ccc(C)o1 | i | -39% | ? | 4% | 11% | 10% | 8% | 0% | 6%
CC(C)(C)OC(=O)C[C@H]1C/C=C\C[C@@H](CC(=O)NCCO)C(=O)NCCOC1=O | i | -10% | 18% | 11% | -16% | 3% | -5% | 0% | -13%
CC(=O)Nc1ccc(C(=O)OCC(=O)Nc2ccc([N+](=O)[O-])cc2C(F)(F)F)cc1 | i | 9% | 7% | 12% | i | 26% | 8% | -1% | -2%
COCCCNc1nc(N)c([N+](=O)[O-])c(Nc2ccccc2OC)n1 | i | 3% | -2% | 3% | -21% | 24% | 6% | 1% | 21%
CCOc1ccc(Cl)cc1S(=O)(=O)N1CCC(C(=O)NC2CC2)CC1 | i | -8% | 7% | 9% | i | 4% | -1% | 0% | 0%
CC(C)(C)N(Cc1nc(-c2ccccc2)no1)C(=O)c1ccc2c(c1)OCO2 | i | 11% | ? | -13% | -1% | 20% | -1% | -1% | 10%
Cc1noc(NS(=O)(=O)c2ccc(N/C=C\C(=O)c3ccccc3)cc2)c1C | i | 10% | 19% | 3% | -15% | -4% | 7% | 0% | 0%
CCN(CC)CCNC(=O)c1ccc2c(=O)n3nc(Nc4ccccc4OC)sc3nc2c1 | / | 13% | ? | ? | i | -7% | 3% | / | -18%
CC1(C)CC(=O)/C(=C\c2cccc([N+](=O)[O-])c2)C(C)(C)N1 | i | 17% | ? | -9% | -36%[inhibitor] | -14% | -5% | 0% | -17%
Cc1ccc(C2CCN(C(=S)NC(C)C)C2)cc1 (stereo not given) | i | 5% | ? | -5% | i | 1% | 10% | 3% | ?
CCOc1ccc(N(CC(=O)Nc2ccc(C)cc2)S(=O)(=O)c2c(C)noc2C)cc1 | i | -4% | -28% | 1% | -10% | 14% | -4% | 0% | -4%
CCOc1ccccc1N1CCN(C(=O)CN2C(=O)NC3(CCCC3)C2=O)CC1 | i | / | -23% | -14% | i | 20% | -6% | -2% | 1%
CCOc1ccc(C(=O)NCCc2csc(-c3cccnc3)n2)cc1 | / | -6% | -14% | -2% | -24% | ? | -1% | / | -10%
CCn1ncc(/C=N/N=C2\CCC3C4CCc5cc(O)ccc5C4CCC23C)c1C (stereo not given) | i | 9% | ? | -13% | -7% | 19% | -1% | -1% | 8%
Cc1cccc(NC(=O)CSc2nnc(CCC(=O)Nc3ccc(C)c(Cl)c3)n2C)c1 | i | 4% | -11% | 13% | 14%[57.5 µM] | -11% | -2% | -2% | 6%
COc1ccc(C(C(=O)NCc2ccccc2)n2c(-c3ccncc3)nc3ccccc32)cc1 (stereo not given) | i | 27% | 1% | -3% | i | 19% | 1% | / | 7%
Cc1ccc2nc3n(c2c1)CCCN3 | i | -38% | -10% | 4% | i | 10% | -3% | -2% | -1%
Cc1ccc(-n2ncc3c(NNC(=O)c4ccco4)ncnc32)cc1C | i | 16% | ? | -23% | i | 5% | -2% | 1% | 11%
Cn1nccc1C(=O)N1CCC(Cc2ccccc2)CC1 | i | 8% | -40% | 7% | ? | ? | 3% | 2% | -14%
O=C(N/N=C/c1ccc(F)c(F)c1)c1cccc(S(=O)(=O)N2CCCCC2)c1 | i | -4% | -4% | 2% | -43%[inhibitor] | 14% | -7% | -1% | 7%
COC(=O)c1ccc(N/N=C/c2cc([N+](=O)[O-])cc(OC)c2O)cc1 | i | 2% | ? | -17% | i | -2% | 0% | -1% | -9%
CC1CCCN(c2ccc([N+](=O)[O-])s2)C1 (stereo not given) | i | -7% | 10% | -4% | -2% | 12% | -5% | -3% | -8%
COc1ccc(CNC(=O)c2ccc(NC(=O)N3CCCCc4ccccc43)cc2)cc1 | / | -5% | ? | 6% | -9% | 11% | / | / | 3%
O=C(COC(=O)CCc1ccccc1)NNC(=O)c1ccccc1 | i | 21% | 4% | -4% | i | -15% | 0% | 2% | -21%
Cc1ccc2oc(=O)c3cnn(CC(=O)Nc4cccc(C(F)(F)F)c4)c3c2c1 | / | -33% | 4% | -1% | -15% | 24% | / | / | 5%
C=C(C)C(O)CC/C(C)=C/Cc1c(O)ccc(C(=O)/C=C/c2ccc(O)cc2)c1O (stereo not given) | i | 35% | ? | -10% | -75%[inhibitor] | -91%[inhibitor] | 18% | -3% | -74%[inhibitor]
Cc1cccc(C)c1NC(=O)C1(C)CSCC(=O)N1CCC(C)C (stereo not given) | i | 4% | 10% | 1% | i | 20% | -4% | / | 5%
O=C(c1ccc([N+](=O)[O-])cc1)N1CCN(Cc2ccccc2)CC1 | i | -7% | -2% | -9% | i | 28% | 3% | 1% | 17%

Three compounds from above, arranged by the value under GLP-1R inv ag, falling.
| smiles | Akt phos inh | GLP-1R inv ag | PTHR1 ag | MmCpn inh |
| --- | --- | --- | --- | --- |
| CC1CCCN(c2ccc([N+](=O)[O-])s2)C1 (stereo not given) | i | 10% | -2% | -3% |
| CCOc1ccc(Cl)cc1S(=O)(=O)N1CCC(C(=O)NC2CC2)CC1 | i | 7% | i | 0% |
| Cc1ccc2oc(=O)c3cnn(CC(=O)Nc4cccc(C(F)(F)F)c4)c3c2c1 | / | 4% | -15% | / |

(list continues)
SMILES | Akt phos inh | FUS suppressor | GLP-1R inv ag | GLP1R cytotox | PTHR1 ag | TDP43 rescue | aSyn rescue | MmCpn inh | Abeta rescue
Cc1csc(NC(=O)C2C3C=CC(O3)C2C(=O)O)n1 (stereo not given) | i | 3% | 5% | 6% | -22%[57.5 µM] | 17% | 10% | 0% | -3%
NC(=O)CSc1ncc2c(n1)-c1ccccc1N(Cc1cccc(F)c1)S2(=O)=O | / | -9% | 3% | -1% | -13% | 18% | / | / | -4%
ClCc1csc(-c2ccccc2Cl)n1 | i | -10% | -19% | ? | i | 23% | 5% | -3% | -10%
COCCNC(=O)c1ccc2c(c1)C(=O)c1ccccc1-2 | i | -13% | 46%[activator] | 24% | i | 0% | -2% | -1% | -20%
COc1ccc(NC(=O)CCN2C(=O)[C@@H]3[C@H](C2=O)[C@H]2C=C[C@@H]3C2)cc1 | i | 2% | 3% | 1% | -36%[inhibitor] | -2% | -3% | 1% | 4%
COc1ccc(-c2cc(C(F)(F)F)nc(N3CCOCC3)n2)cc1OC | i | -17% | 32%[activator] | 50%[activator] | -2% | 16% | 4% | 0% | -15%
CC(C)COP(=O)(OCC(C)C)C(O)c1ccc2c(c1)OCO2 (stereo not given) | i | 9% | -13% | 6% | -23% | 9% | -4% | 2% | 18%
CCOC(=O)N1CCN(C(=O)c2ccc(C)c(S(=O)(=O)Nc3ccccc3)c2)CC1 | i | -29% | 33%[activator] | 7% | -17% | 8% | -1% | / | 10%[9.22 µM]
COc1ccc(N(CC(=O)NCc2cccnc2)S(=O)(=O)c2ccc(C)c([N+](=O)[O-])c2)cc1 | i | 14% | 11% | -6% | i | -16% | -4% | -4% | 1%
COCCn1c(SCc2cccc([N+](=O)[O-])c2)nc2ccccc2c1=O | i | 23% | ? | -12% | -22% | 18µM* | 2% | 0% | 24%
O=C(O)Cc1ccc(NC(=O)Nc2ccc3c(c2)OCO3)cc1 | i | -7% | 3% | 11% | i | 8% | 0% | -3% | 6%
Cc1ccc2[nH]c(=O)c(NC(N)=S)nc2c1 | i | 8% | 0% | -27% | i | -10% | -8% | 0% | -5%
COc1cc(OC)c(OC)cc1CN1CCN(C(=O)CC(C)C)CC1 | i | 13% | -20% | -10% | -28% | ? | -7% | -2% | -26%
Cn1nccc1C(=O)Nn1cnnc1 | / | -9% | 0% | -5% | i | 8% | 2% | -1% | 15%
Cc1cc(C)n(CC(C)NC(=O)c2cc(COc3ccc(F)c(F)c3)on2)n1 (stereo not given) | i | -10% | ? | 4% | -42%[inhibitor] | 17% | 7% | -2% | 20%
CC1CCN(C(=O)c2ccc(S(=O)(=O)Cc3cccc(F)c3)c([N+](=O)[O-])c2)CC1 | i | / | -17% | -14% | -19% | ? | -3% | -3% | -37%[inhibitor]
O=C(/C=C/c1ccco1)Nc1cccc(C(=O)Nc2ccccc2C(=O)O)c1 | i | 40% | 97%[activator] | -15% | i | 2% | 10% | 0% | 6%
COc1ccccc1C(=O)NNC(=O)c1cccc(Cl)c1 | i | -12% | ? | 4% | -40%[inhibitor] | 19% | -1% | -16% | -11%
Cc1ccc(/C=C/C(=O)c2ccccc2O)cc1 | i | -1% | ? | 11% | -26% | 7% | 0% | 0% | -4%
CC(C)(C)c1ccc(C(=O)N2CCC(C(=O)NCCC3=CCCCC3)CC2)cc1 | / | ? | 0% | -8% | -8%[57.5 µM] | 14% | ? | 2% | 42%
O=C(CCNS(=O)(=O)c1ccc(Br)cc1)NC1CCN(Cc2ccccc2)CC1 | i | 8% | ? | -12% | -52%[inhibitor] | -2% | -4% | 0% | 2%
Cc1cccc(OCCSc2nc3ncnc(N)c3[nH]2)c1 | i | -3% | 24% | 1% | -7% | -7% | -5% | -3% | -8%
CC(C)(C)c1ccc(C(=O)Nc2ccc(C(=O)N3CCOCC3)cc2)cc1 | i | / | ? | -4% | -52%[inhibitor] | 14% | -4% | -8% | -11%
Cc1ccsc1/C=N/NC(=O)c1cccs1 | i | 6% | -12% | ? | i | 21% | 3% | 0% | -6%

Screens: PubChem, National Center for Advancing Translational Sciences (NCATS)
